Bim-Bcl-B: human Bim-Bcl-B interaction inhibition | Q9HD36 | bead-based flow cytometry, Bim peptide-Bcl-B binding | 0.073% of 190,000 active | inhibition, % at 10 µM;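 also: 0% = tracer peptide without compound and 100% = reference inhibitor peptide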
Target sequence (Q9HD36 whole entry, looked up): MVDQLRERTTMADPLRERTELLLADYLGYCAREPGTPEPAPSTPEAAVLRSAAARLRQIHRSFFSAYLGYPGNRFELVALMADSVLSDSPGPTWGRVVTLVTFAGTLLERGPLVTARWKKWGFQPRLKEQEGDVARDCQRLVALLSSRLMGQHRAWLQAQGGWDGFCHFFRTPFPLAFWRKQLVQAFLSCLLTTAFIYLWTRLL
Bim-Bfl-1: human Bim-Bfl-1 interaction inhibition. Q16548. Bead-based flow cytometry, Bim-Bfl-1 binding inhibition. inhibition, % at 10 µM. 0.12% of 190,000 active. AID 1008;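 also: 0% = wells without compound plus tracer and 100% = blocker peptide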
RGS8-Gao: regulators of human RGS8-Galphao interaction; 0.34% of 220,000 active; AID 1423; multiplexed bead flow cytometry, RGS8-Galphao binding; actives lie on both sides; response (percent of control binding), % at 10 µM; P09471; in the data active = response below about 60% or above about 140%; inactive = in between;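 also: Galphao activated as the GDP aluminium fluoride complex binding bead-coupled RGS8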
Target sequence (P09471 whole entry, looked up): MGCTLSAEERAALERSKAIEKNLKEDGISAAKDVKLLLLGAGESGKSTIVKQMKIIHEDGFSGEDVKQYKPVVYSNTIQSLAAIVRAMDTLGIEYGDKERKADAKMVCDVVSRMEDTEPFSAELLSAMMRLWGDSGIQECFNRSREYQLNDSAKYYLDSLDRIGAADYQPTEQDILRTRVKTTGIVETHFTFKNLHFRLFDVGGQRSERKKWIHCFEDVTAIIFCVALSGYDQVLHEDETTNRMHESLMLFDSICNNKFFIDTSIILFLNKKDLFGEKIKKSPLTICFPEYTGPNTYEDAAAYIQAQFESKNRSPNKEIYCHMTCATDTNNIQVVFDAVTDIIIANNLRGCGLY
Bim-Bcl-XL: disrupts Bim peptide binding to human Bcl-XL; bead flow cytometry, fluorescence; inhibition, % at 10 µM; Q07817; 0.04% of 190,000 active
Target sequence (Q07817 whole entry, looked up): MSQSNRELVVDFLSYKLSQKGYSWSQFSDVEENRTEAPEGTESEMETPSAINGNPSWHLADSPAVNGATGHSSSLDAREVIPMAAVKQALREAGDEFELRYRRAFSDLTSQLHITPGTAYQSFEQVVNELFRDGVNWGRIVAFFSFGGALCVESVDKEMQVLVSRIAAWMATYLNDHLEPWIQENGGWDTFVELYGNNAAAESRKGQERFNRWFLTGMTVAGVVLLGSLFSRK
Mcl1-Bid inh: Mcl-1/Bid interaction inhibition. Q07820. TR-FRET Mcl-1/Bid-Dy647 peptide binding, 1536-well. inhibition, % at 21.7 µM. 0.97% of 220,000 active;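 active = compounds that cut the binding signal by more than half at the single screening dose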;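 also: His-tagged Mcl-1 with europium anti-His antibody binding Bid BH3 peptide; 0% = Mcl-1 plus peptide wells and 100% = peptide-only wells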
Bim-Bcl-W: inhibitors of Bim-Bcl-W interaction, human; Q92843; bead-based flow cytometry, Bim peptide-Bcl-W binding; inhibition, % at 10 µM; 0.02% of 190,000 active; AID 952;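 also: 0% = bound tracer without compound and 100% = peptide blocker; higher means less fluorescent Bim peptide bound to Bcl-W beads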
Target sequence (Q92843 whole entry, looked up): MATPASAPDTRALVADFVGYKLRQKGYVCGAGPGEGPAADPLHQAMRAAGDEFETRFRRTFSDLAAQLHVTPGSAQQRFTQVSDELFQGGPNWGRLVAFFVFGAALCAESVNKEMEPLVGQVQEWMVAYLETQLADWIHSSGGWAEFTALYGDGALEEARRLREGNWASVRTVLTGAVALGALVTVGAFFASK
Mcl1 Noxa PPI: disrupts binding of human Mcl-1 to Noxa peptide; Q07820; TR-FRET Mcl-1/Noxa peptide binding, 2 h; inhibition, % at 21.7 µM; 1.5% of 220,000 active; AID 1022;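 active = compounds that cut the protein-peptide binding signal by more than 50% relative to plate controls in a single-dose test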;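 also: His-tagged Mcl-1 with rhodamine Noxa BH3 peptide and terbium anti-His antibody; 0% = Mcl-1 plus Noxa peptide wells and 100% = peptide-only wells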
Bcl-2 Bim block: disrupts Bim peptide binding to human Bcl-2; Bead-based flow cytometry, Bim peptide-Bcl-2 binding; inhibition, % at 10 µM; 0.06% of 190,000 active; AID 950; in the data active = inhibition above about 40%; inconclusive = no clear call, values can overlap the other calls;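 also: 0% = no compound wells with probe peptide and 100% = reference peptide inhibitor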
RGS4-Gao reg: modulates binding of RGS4 to human Galphao; binding response (% of control), % at 10 µM; Multiplexed bead flow cytometry; actives lie on both sides; P09471; 0.33% of 220,000 active; in the data active = binding response below about 49% or above about 150%; inactive = in between;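 also: fluorescent Galphao activated with aluminum fluoride binding bead-coupled RGS4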
RGS7-Gao: regulators of human RGS7-Galphao interaction. Multiplexed bead flow cytometry, RGS7-Galphao binding; actives lie on both sides. binding response (% of control), % at 10 µM. P09471. 0.35% of 220,000 active; in the data active = binding response below about 49% or above about 150%; inconclusive = no clear call, values can overlap the other calls; inactive = in between;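 also: fluorescent Galphao held in activated GDP-AlF4 state binding bead-coupled RGS7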
Mcl-1 Bim block: inhibitors of Bim-Mcl-1 interaction, human; Q07820; 0.1% of 190,000 active; Bead-based flow cytometry, Bim peptide-Mcl-1 binding; AID 1009; inhibition, % at 10 µM;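 also: 0% = no compound tracer wells and 100% = peptide blocker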
Active calls of the source: *; ? = inconclusive; / = not tested or not shown. Rule as the data show it, unless noted: active = inhibition above about 40%.

SMILES	Bim-Bcl-B	Bim-Bfl-1	RGS8-Gao	Bim-Bcl-XL	Mcl1-Bid inh	Bim-Bcl-W	Mcl1 Noxa PPI	Bcl-2 Bim block	RGS4-Gao reg	RGS7-Gao	Mcl-1 Bim block
Cc1ccc(C(C)NC(=O)c2ccco2)cc1C (centres undefined)	-6	-3	101	-3	-11	-4	-8	-3	100	100	-3
COC(=O)c1cc(NC(=O)c2c(-c3c(Cl)cccc3Cl)noc2C)ccc1N1CCOCC1	/	/	91	/	-34	/	2	/	83	?	/
CCOc1ccc(S(=O)(=O)Nc2ccc(Cl)cn2)c(C)c1C	3	7	102	3	-5	2	-12	10	116	114	9
CC(C)(C)Nc1c(N)c(=O)oc2ccccc12	-3	-7	99	-4	-65	0	-1	-11	100	95	0
CCCN1C(=O)NC2(O)C(=O)c3ccccc3C12O (centres undefined)	1	0	104	-2	-7	0	20	1	103	103	-2
Cn1cc(Cl)c(C(=O)N2CCN(c3ncccn3)CC2)n1	-3	-20	100	-4	-2	0	-3	-12	100	103	0
CCOC(=O)CSc1nnc(-c2ccc(S(=O)(=O)N3CCC(C)CC3)cc2)o1	-1	0	109	-2	16	-1	6	-1	120	109	-1
CC(=O)c1ccc(Oc2cc(C)nc(NCc3ccccc3)n2)cc1	-1	0	101	-2	2	-1	-23	0	99	97	-2
Cc1ccc(NC(=O)c2ccc(Nc3c([N+](=O)[O-])cc([N+](=O)[O-])cc3[N+](=O)[O-])cc2)cc1	-12	-9	101	-7	-7	-4	18	-7	100	101	-7
COc1ccc(C(C)=O)cc1CS(=O)(=O)CC(=O)O	1	5	99	0	-5	0	26	1	98	102	-2
C/C(=N\NC(=O)c1[nH]c2c([N+](=O)[O-])cc(C)cc2c1-c1ccccc1)c1cccnc1	0	-1	100	-4	29	-1	8	0	101	99	-3
C/C(=N/NC(=O)CN1CCN(S(=O)(=O)c2ccc(C)cc2)CC1)c1ccco1	/	/	91	/	-13	/	6	/	82	?	/
COc1cc(C2/C(=C(\O)c3cc(C)ccc3C)C(=O)C(=O)N2CCN(C)C)ccc1O (centres undefined)	-1	-7	100	-1	-89	4	-2	-3	97	99	0
COc1ccc(Cl)cc1Nc1cc(C)nc2nc(C)nn12	-6	-2	93	-4	6	-5	6	0	96	99	-4
O=C(CSc1ccccc1)N(c1ccc(Br)cc1)c1nccs1	-6	-2	105	-8	-30	-2	-16	-6	100	100	-4
Cc1cc(NC(=O)Nc2cc(F)ccc2F)no1	/	/	103	/	-23	/	-12	/	100	?	/
Clc1ccccc1-c1nnc2sc(-c3ccncc3)nn12	-11	-4	102	-7	20	-3	29	-4	104	98	-3
CCOC(=O)c1csc(NC(=O)CCSc2ccccc2)n1	0	-3	108	-1	-13	1	16	2	106	98	0
CCC(CC)C(=O)c1c[nH]c(C(=O)N2CCN(c3ccc(OC)cc3)CC2)c1	-1	2	101	-1	-22	-3	22	0	102	99	-3
Cc1cc(-c2cccnc2)c(C#N)c(SCc2cccc(F)c2)n1	-9	-9	106	0	-17	0	-8	-2	108	105	0
COc1ccc(OCC(O)Cn2c(=N)n(Cc3ccccc3)c3ccccc32)cc1 (centres undefined)	-6	-1	103	0	-1	-1	25	2	101	103	-1
CCN(C(=O)CSc1nnc(-c2ccccc2)o1)c1c(N)n(Cc2ccccc2)c(=O)[nH]c1=O	-1	-3	100	0	-11	2	-3	0	101	103	1
CC(NC(=O)Nc1cccc([N+](=O)[O-])c1)(C(F)(F)F)C(F)(F)F	0	0	110	0	-5	-1	15	2	104	103	0
CC(C)(C)c1ccc(OC(=O)c2ccc3nsnc3c2)cc1	-8	-10	100	-10	-5	0	0	-8	100	97	-1
COc1ccc(NC(=O)CSc2nccn2C)cc1S(N)(=O)=O	-9	-7	100	-2	-22	0	-22	-4	94	94	-2
CCN(CC)S(=O)(=O)c1cccc(NC(=O)c2cc3ccccc3o2)c1	-7	-16	100	-7	-23	0	3	-8	98	106	0
N#C/C(C(N)=O)=C1/CCc2ccccc2N1	-7	-15	102	-6	0	-1	18	-5	108	103	-2
CCCN1C=CC(=C/C=C(\C#N)C(=O)OCC)C=C1	-11	-16	94	-11	-49	-1	-14	-8	93	92	-5
COc1ccc2c(c1OC)C(=O)N(c1ccc(C)c(C)c1)C2=O	-6	-2	99	-8	9	-4	11	-2	100	98	-4
FC(F)(F)c1cccc(Sc2nc(-c3ccccc3)nnc2C(F)(F)F)c1	-9	3	98	-1	-33	1	1	0	99	96	-1
COCCOc1cc(NC(=O)c2sccc2Oc2ccc([N+](=O)[O-])cc2F)c(Cl)cc1Cl	-4	-13	99	-24	8	0	0	-8	102	95	-1
Cc1ccc2c(c1)C1CN(C)CCC1N2C(=O)c1cccc(S(=O)(=O)N(C)C)c1 (centres undefined)	-2	-3	101	-4	-13	0	7	-4	98	?	1
COc1ccc(/C=C2/SC(=O)N(CCNC(=O)C3COc4ccccc4O3)C2=O)cc1 (centres undefined)	-4	-4	123	-3	-14	-6	15	-7	105	108	-4
COC(=O)C1C(=O)C2=C(CC1C)NC(C)=C(C(=O)OC(C)C)C2c1ccc(C)o1 (centres undefined)	-1	-7	102	0	-36	4	-14	0	104	99	1
O=C(Cn1nc(-c2ccc(Cl)cc2)c2ccccc2c1=O)NN1CCOCC1	/	/	98	/	2	/	6	/	100	?	/
O=C(O)/C=C/C(=O)Nc1ccc2c(c1)C(=O)c1ccccc1C2=O	/	/	95	/	15	/	26	/	91	?	/
COc1ccc(/C=C/C(=O)C(C(N)=O)=C2SCCS2)cc1	6	6	83	0	-9	4	20	3	84	83	17
COc1ccc(N(CC(=O)O)S(=O)(=O)c2cccnc2)cc1	-5	-10	103	8	-17	3	11	-5	102	100	0
COc1ccc(CC(=O)Nc2nncs2)cc1OC	1	0	101	1	-21	0	10	0	103	98	0
COc1cc(NS(=O)(=O)c2cccc3nsnc23)c(C(=O)O)cc1OC	0	3	102	0	0	0	43	-4	111	107	0
CCCCCCn1c(=O)c(F)cn(Cc2ccc(OC)c([N+](=O)[O-])c2)c1=O	-9	-15	105	-5	13	-3	18	-12	100	104	-5
CCCCNS(=O)(=O)c1ccc(S(=O)(=O)N2CCC3(CC2)OCCO3)cc1	0	-2	103	-3	-20	-1	10	0	97	98	-2
O=C(CN1C(=O)C2(OCCO2)c2ccccc21)c1ccc(F)cc1	-9	-21	102	-7	-3	-2	17	-13	104	100	-3
O=C(NNC(=O)c1cccc(-n2cnnn2)c1)c1ccccc1	4	8	103	2	-36	1	4	4	98	96	-2
O=C(Cc1nc2ccccc2[nH]c1=O)c1ccc(Cl)cc1	/	/	99	/	15	/	12	/	97	?	/
O=C(COc1ccccc1Cl)Nc1nc(-c2cccs2)cs1	0	-3	92	-1	-6	-1	10	-4	96	94	-2
Cc1ccccc1OCC(=O)NCC(=O)N/N=C/c1cccc([N+](=O)[O-])c1	-4	-7	101	-1	-4	-2	3	-1	100	102	2
O=C(/C=C/Sc1ccccc1)c1ccc(Cl)cc1	-4	-6	99	-3	-35	0	-10	-1	94	95	-1
O=C(Nc1ccc(Br)c(Cl)c1)c1ccco1	-11	-13	101	-18	8	-1	9	-11	100	101	-3
Cc1ccccc1-n1c(SCC(=O)N(C)C2CCS(=O)(=O)C2)nnc1-c1ccncc1 (centres undefined)	-2	-5	104	0	-18	-1	9	-6	105	103	0
Cn1c(=O)[nH]c(=O)c2c1nc(SCCN1CCCCC1)n2Cc1ccccc1	-9	-11	99	-10	-12	-2	16	-13	95	101	-3
Cc1ccc(C)c(-n2cc[nH]c2=S)c1	-26	2	100	-6	11	-2	22	-5	99	105	-4
CC(C)c1onc(C(=O)NCc2cccs2)c1[N+](=O)[O-]	-9	-5	104	-5	-14	-2	2	-5	103	95	-1
Cc1cccc(NC(=O)CCn2nc(C)cc2C)c1	-2	-1	102	-2	33	0	-18	-3	107	106	-2
CCC1=NN(C(=O)C(=O)Nc2ccc(Br)cc2)C(O)(C(F)(F)F)C1 (centres undefined)	-2	-1	102	1	-24	0	10	-5	100	97	-2
CCOc1cc(C=O)c(Br)cc1OC1CCCC1	1	-3	100	-2	-14	-3	-22	-1	101	98	-2
CC(C)(C)c1ccc(OCC(=O)N/N=C/c2ccsc2)cc1	2	2	101	0	-10	0	-16	2	103	104	-4
CCC1=C(OC(=O)N(CC)CC)N2C(=O)OC(=NCCc3c[nH]c4ccccc34)[C@]2(Cc2ccccc2)[C@H]2C1=CC[C@H]1C(=O)N(CC)C(=O)[C@H]12	/	/	99	/	-108	/	0	/	97	?	/
CC(=O)N1CCN=C1SCc1ccc(F)cc1	-1	-2	120	-3	-13	0	4	1	107	104	-4
COc1ccccc1Nc1nc2nonc2nc1N1CCC(C)CC1	-5	-11	103	-7	-18	-4	5	-1	102	96	-2

The listing continues:
SMILES	Bim-Bcl-B	Bim-Bfl-1	RGS8-Gao	Bim-Bcl-XL	Mcl1-Bid inh	Bim-Bcl-W	Mcl1 Noxa PPI	Bcl-2 Bim block	RGS4-Gao reg	RGS7-Gao	Mcl-1 Bim block
CC(C)c1ccc(NC(=S)NNC(=O)c2cccs2)cc1	-18	0	99	-12	-31	-5	-13	-2	101	102	-3
COc1ccc(-n2ncc3c(N4CCN(c5cc(C)ccc5C)CC4)ncnc32)cc1	-7	-11	106	-1	-10	0	9	-12	101	105	-1
COc1cc2c(cc1OC)C(C)N(C(=O)c1c(-c3ccccc3)noc1C)CC2 (centres undefined)	/	/	97	/	-5	/	-1	/	98	?	/
Clc1ccc(C2=CC(c3ccco3)n3ncnc3N2)cc1 (centres undefined)	-4	0	99	-4	-33	0	9	-4	100	96	-3
Cc1c(NC(=O)CN2CCN(C(=O)c3ccco3)CC2)c(=O)n(-c2ccccc2)n1C	-1	0	100	0	-44	0	17	-1	100	90	0
COC(=O)Cn1cc(C(=O)C(C)(C)C)c2ccccc21	-5	-6	98	-3	-10	-4	0	-7	98	96	-4
Cc1coc(C)c1C(=O)CC1(O)C(=O)Nc2cc(Cl)cc(Cl)c21 (centres undefined)	-4	-4	103	-2	-20	0	-7	-7	95	97	-3
CN(C)S(=O)(=O)c1ccc(-c2csc(N/N=C/c3ccco3)n2)cc1	/	/	100	/	-31	/	1	/	100	?	/
COCc1cc(=O)[nH]c2c1c(-c1ccccc1)nn2C	/	/	101	/	9	/	-9	/	100	?	/
COC(=O)c1ccc(COC(=O)c2ccc(CO)cc2)o1	4	10	109	4	-7	3	18	9	101	98	1
O=C(CC1SC(=Nc2ccc(OC(F)F)cc2)N(CCN2CCOCC2)C1=O)Nc1ccccc1 (centres undefined)	/	/	103	/	-70	/	11	/	95	?	/
O=C(NCc1ccccn1)c1ccc(Cn2c(=S)[nH]c3ccc(Br)cc3c2=O)cc1	-9	-3	100	-5	-26	1	-152	-2	103	100	-3

Exported as labelled records: part of the list above
Cc1coc(C)c1C(=O)CC1(O)C(=O)Nc2cc(Cl)cc(Cl)c21 (centres undefined)
  Bim-Bcl-B: -4
  Bim-Bfl-1: -4
  RGS8-Gao: 103
  Bim-Bcl-XL: -2
  Mcl1-Bid inh: -20
  Bim-Bcl-W: 0
  Mcl1 Noxa PPI: -7
  Bcl-2 Bim block: -7
  RGS4-Gao reg: 95
  RGS7-Gao: 97
  Mcl-1 Bim block: -3
CN(C)S(=O)(=O)c1ccc(-c2csc(N/N=C/c3ccco3)n2)cc1
  Bim-Bcl-B: /
  Bim-Bfl-1: /
  RGS8-Gao: 100
  Bim-Bcl-XL: /
  Mcl1-Bid inh: -31
  Bim-Bcl-W: /
  Mcl1 Noxa PPI: 1
  Bcl-2 Bim block: /
  RGS4-Gao reg: 100
  RGS7-Gao: ?
  Mcl-1 Bim block: /

Screening results as filed in PubChem BioAssay.

Not a hit list, and some 2.7% of all compounds hit somewhere here.
